High-throughput results (PubChem BioAssay)
Hsp90 Hop PPI = qHTS Assay for Disrupters of an Hsp90 Co-Chaperone Interaction | Hsp90 C-terminal peptide / TPR2A (Hop) interaction, human | AlphaScreen TPR2A-His6 binding biotin-Hsp90 C-terminal peptide | Potency, µM (titrated, usually from 57 µM), without a hit: top-dose activity change, negative = inhibition | hit rate 0.44% among 71,000 | AID 595, 2007; active = well fitted curve in either direction with a large enough effect; inconclusive = small, poorly fitted or top-dose-only effect, or another doubt; note: potency is the fitted concentration of half-maximal effect; % is set by controls: 0 for no effect and ±100 for the full control effect; many of its hits are not listed in these tables
CRE Fsk mod = Cell signaling CRE-BLA (Fsk stim); CHO CRE-bla reporter (cAMP response element driving beta-lactamase), forskolin EC10, beta-lactamase ratio; Potency, µM (highest dose often 38.2 µM), inactives show top-dose activity change, negative = inhibition, usual class: activators; hit rate 2.5% among 71,000; AID 662, 2007; active = well fitted activation curve with a large enough effect in the signal ratio, with a control signal flat, not every such curve was filed as active; inconclusive = small, poorly fitted or top-dose-only effect, or effect the other way, or a change in a side signal; the % refers to the signal ratio; note: potency is the fitted concentration of half-maximal effect; % of control where 0% means no effect
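Forskolin analogue NKH 477 at EC10 stimulated CRE-driven beta-lactamase in CHO cells alongside compound dilution series. Beta-lactamase was measured with CCF4, excitation 405 nm, emission ratio 460/530 nm.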
Ub-GFP proteasome = Ubiquitin-GFP Assay | Potency, µM (top dose mostly 45.9 µM), without a hit: at the highest dose activation (GFP accumulation), usual class: activators | Ubiquitin-GFP reporter cells, proteasome inhibition, GFP fluorescence; response scale: untreated = 0%, 10 µM MG-132 = 100% | 67,000 tested, under 10 active; active = well fitted activation curve with a large enough effect, not every such curve was filed as active; inconclusive = small, poorly fitted or top-dose-only effect, or another doubt; inactive = no such curve, though single readings can be large or run the other way; note: potency is the fitted concentration of half-maximal effect
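Proteasome block read as GFP accumulation: ubiquitin(G76V)-GFP U2OS cells exposed to compound (2.9 nM–46 uM) for 4 hr at 37 C. Normalization used untreated cells as 0% and 10 uM MG-132 as 100%; concentration-response curves fitted.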
BRCT PPI red = qHTS Assay for Inhibitors of BRCT-Phosphoprotein Interaction (Red Fluorophore); Breast cancer type 1 susceptibility protein (Homo sapiens), P38398; BRCT-phosphopeptide binding, red fluorescence polarization; Potency, µM (highest dose often 76.9 µM), without a hit: at the top dose activity change, negative = inhibition, usual class: inhibitors; hit rate 0.03% among 75,000; AID 892, 2007; note: % is set by controls: 0 for no effect and ±100 for the full control effect
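Rhodamine-labelled pBACH1 10-mer (100 nM) bound to BRCT domain (100 nM) at pH 7.3; compounds incubated 12 min room temperature, polarization read. Free peptide defines full inhibition; unlabelled decapeptide titrated as control.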
ALOX15 inhib = qHTS Assay for Inhibitors of 15-hLO (15-human lipoxygenase). Potency, µM (titrated, usually from 57.1 µM), for the others: at the highest dose activity change, negative = inhibition, most hits filed as inhibitors. hit rate 1.4% among 74,000. Polyunsaturated fatty acid lipoxygenase ALOX15 (Homo sapiens), P16050. purified 15hLO-1, xylenol orange hydroperoxide absorbance; note: potency is the fitted concentration of half-maximal effect; % is set by controls: 0 for no effect and ±100 for the full control effect; nearly all actives have a fitted effect of over 55% in size
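Hydroperoxide formed from arachidonic acid (50 uM) by purified human 15hLO-1 (40 nM) oxidizes ferrous iron, and the ferric-xylenol orange complex is read at 573 versus 405 nm. Compounds were preincubated 15 min; reaction ran 6 min at room temperature.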
A350 fluor = qHTS Assay for Spectroscopic Profiling in A350 Spectral Region | Compound autofluorescence, 340/450 nm, Alexa 350 dye-equivalents; active compounds read high | max dye-equivalent concentration, M | hit rate 11% among 59,000 | AID 590, 2007; in the data active = max dye-equivalent concentration above about 10 nM; inconclusive = mostly about 1.1 nM to 9.6 nM
Epigenetic mod = qHTS Assay for Epigenetic Modulators. mouse C127i GFP locus derepression, cytometry, 30 h. Potency, µM (doses to about 46.1 µM), for the others: at the highest dose GFP derepression (activation). hit rate 0.09% among 68,000. AID 597, 2007; note: % of control where 0% means no effect
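Murine C127i mammary cells carrying a silenced, stably integrated CMV-driven GFP reporter were treated with compound for 30 hours at 37 C. After PBS washes, GFP-positive cells were counted by laser-scanning microplate cytometry.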
BRCT inh green = qHTS Assay for Inhibitors of BRCT-Phosphoprotein Interaction (Green Fluorophore); BRCA1 BRCT-phosphopeptide binding, green fluorescence polarization; Potency, µM (series often up to 76.9 µM), without a hit: top-dose activity change, negative = inhibition, actives largely listed as inhibitors; hit rate 0.05% among 75,000; Breast cancer type 1 susceptibility protein (Homo sapiens), P38398; AID 875, 2007;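 note: potency is the fitted concentration of half-maximal effect; plate controls were peptide without protein for full effect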
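Fluorescence polarization: His-tagged BRCT (~35 kDa BRCA1 C-terminus, 250 nM) bound to 100 nM fluorescein-labeled phosphorylated 10-aa BACH1 peptide, pH 7.3 phosphate buffer with DTT and Tween 20. Compounds incubated 12 min at room temperature; inhibition read as lowered polarization.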
HBB splicing = qHTS Assay for Modulators of Hemoglobin Beta Chain Splicing. HBB splicing reporter cell assay, activation; EGFP reporter with mutant IVS2-654 intron; response scale: normalised to 500 nM splice-correcting PNA. hit rate 0.06% among 65,000. Potency, µM (highest dose often 46.1 µM), for the others: at the top dose activation, actives largely listed as activators; note: potency is the fitted concentration of half-maximal effect; 0% is about no effect
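Compounds were applied for 2 days to HeLa EGFP-654 cells, 500/well in Optimem with 2% FCS. The reporter's EGFP is disrupted by mis-splicing of beta-globin intron IVS2-654. Readout: summed well GFP fluorescence from 488 nm laser scanning; reference was 500 nM antisense […] 654 PNA.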
4MU fluor = qHTS Assay for Spectroscopic Profiling in 4-MU Spectral Region | compound autofluorescence, 340/450 nm, 4-MU equivalents; active compounds read high | max dye-equivalent concentration, M | hit rate 11% among 59,000 | AID 589, 2007; in the data active = max dye-equivalent concentration above about 10 nM; inconclusive = mostly about 1.1 nM to 9.6 nM
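Compounds in 100 mM Tris, pH 8.0, sat 15 min at room temperature before fluorescence was read at 340 nm excitation/450 nm emission; a per-plate six-point 4-MU standard curve converted signals to dye-equivalent concentration at each compound concentration.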
DNA Pol III inh = qHTS Assay for Inhibitors of DNA Polymerase III Holoenzyme System; reconstituted DNA polymerase III holoenzyme replication, biochemical; Potency, µM (series often up to 57.1 µM), without a hit: at the top dose activity change, negative = inhibition; hit rate 0.25% among 71,000; note: potency is the fitted concentration of half-maximal effect; % is set by controls: 0 for no effect and ±100 for the full control effect
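Reconstituted *E. coli* holoenzyme (0.35 nM Pol III, 1 nM beta, 154 nM SSB, 2 nM primase) was preincubated with compound for 15 min at RT. Synthesis on 1.4 nM ssM13Gori ran 35 min, then was stopped with PicoGreen/EDTA and read as dsDNA fluorescence.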
The depositor's hits bear a star; i = inactive; u = inconclusive; x = not tested or not shown; [ ] = another dose, or the depositor's remark. Unless noted, calls come from the whole dose curve; as a rule, active = well fitted curve in the direction sought with a large enough effect; inconclusive = small, poorly fitted or top-dose-only effect, or another doubt; inactive = no such curve, though single readings can be large; an effect the other way counts as inactive or inconclusive.

smiles,BRCT inh green,Ub-GFP proteasome,A350 fluor,CRE Fsk mod,Epigenetic mod,Hsp90 Hop PPI,HBB splicing,ALOX15 inhib,BRCT PPI red,DNA Pol III inh,4MU fluor
COc1cc2cc(CN(C(=O)NC3CCCCC3)C3CCCC3)c(=O)[nH]c2cc1OC,4.5%,-0.9%,8.85e-08M*,1.2%,3.3%,-0.8%,0.0%[57.5 µM],0.0%,-0.2%,-4.5%,9.16e-08M*
COC(=O)[C@@H](NC(=O)Nc1ccccc1F)C(C)C,-3.0%,0.0%,i,5.5%,4.3%,-1.8%,0.6%[57.5 µM],8.4%,-0.3%,-1.2%,i
O=C(CCCN=C1NS(=O)(=O)c2ccccc21)OCC(=O)N1CCc2ccccc21,-1.1%,0.9%,i,u,0.1%,-5.4%,-0.3%,-1.6%,0.6%,-3.6%,i
COc1ccc(NC(=O)C2CCCCN2CC(=O)OCc2ccccc2)cc1OC (configuration not stated),-0.8%,2.6%,i,4.4%,2.6%,-0.8%,x,-1.6%,0.5%,-4.1%,i
COc1ccccc1N1CC(O)=C(c2nc3ccccc3s2)C1=N,-0.3%,0.7%,i,-1.9%,2.6%,-7.9%,-0.3%,-7.1%,-2.1%,1.2%,i
Cc1cc(NC(=O)CSc2nc3c(c(=O)n2-c2ccc(Br)cc2)SCC3)no1,-4.0%,-7.7%,i,u,-1.2%,-1.0%,0.5%,-12.5%,0.3%,5.1%,i
COC(=O)CSc1nc2ccccc2n1CC(=O)N(C(C)C)C(C)C,0.3%,1.7%,i,-8.8%,1.0%,-1.7%,-0.9%,-7.7%,-1.0%,3.9%,i
O=C(NCCC1=CCCCC1)c1ccc2c(=O)n3c(nc2c1)CCCCC3,-0.1%,5.5%,x,u,-1.5%,-1.9%,-1.0%,-10.1%,-2.3%,1.0%,x
CCOc1ccc2nc(SCc3ccc(C(=O)OC)o3)[nH]c2c1,-3.3%,5.0%,i,u,-2.9%,-0.2%,-0.4%[57.5 µM],12.7%,0.0%,0.3%,i
Cc1cc(C)cc(N(CC(=O)Nc2c(C)n(C)n(-c3ccccc3)c2=O)S(C)(=O)=O)c1,-0.9%,2.1%[9.17 µM],x,u,-1.5%,-1.8%[11 µM],3.1%[0.0738 µM],1.1%[11.4 µM],-0.7%,2.7%[11.4 µM],x
COc1cc(Nc2cc(C)nc3ncnn23)cc(OC)c1,3.8%,-1.5%,x,u,1.9%,-3.4%,-0.5%,7.2%,-3.5%,-5.0%,x
Cc1cccc(OCc2nc(-c3nonc3N)no2)c1C,-0.5%,5.6%,i,-3.7%,-2.0%,-2.0%,-1.0%,-5.5%,-0.5%,1.9%,i
CCc1nnc(NC(=O)c2ccc(S(=O)(=O)N(CC)CC)cc2)s1,-1.7%,-7.8%,x,-0.2%,x,1.2%,0.8%,4.3%,-3.0%,-1.6%,x
COc1ccc(C2c3c(oc4ccc(C)cc4c3=O)C(=O)N2c2cc(C)ccn2)cc1OC (configuration not stated),-1.4%,3.8%,i,-13.3%,4.2%,-1.4%,2.6%,9.5%,0.2%,-4.6%,i
CCn1c(=O)cc(O)c2c(=O)n(C)c(=O)n(C)c21,-1.2%,0.9%,i,-1.1%,6.0%,-2.9%,0.3%,3.7%,-0.6%,6.1%,i
O=C=Nc1ccc(Cc2ccc(N=C=O)cc2)cc1,0.4%,x,x,-3.5%,x,-19.9%,0.7%,-10.0%,0.5%,4.3%,x
COc1ccc(CNC(=O)Nc2cccc(C)c2)cc1,0.1%,-3.4%,i,u,4.2%,-4.7%,-1.0%,-1.2%,-0.1%,-2.4%,i
CCOC(=O)N1CCC(NC(=O)Cn2nc(-c3ccccc3)ccc2=O)CC1,5.6%,-1.5%,i,u,5.7%,-6.4%,-0.9%,0.0%,-2.1%,0.2%,i
O=C(Nc1ccc2oc(-c3ccccc3F)nc2c1)c1ccc2c(c1)OCCO2,0.8%,-0.5%,1.24e-08M*,-13.1%,-4.3%,-4.1%,-0.5%,-11.0%,-0.1%,0.5%,1.13e-08M*
CCOC(=O)c1ccc(Oc2nc(OC)nc(N(C)C)n2)cc1,-1.9%,-3.0%,x,u,-3.7%,-5.1%,-1.0%,-2.5%,-0.8%,1.7%,x
CCOC(=O)N1CCC(N2C(=O)c3ccccc3C2Nc2cccnc2)CC1 (configuration not stated),-1.6%,-0.3%,x,3.2%,-2.3%,-3.0%,0.3%,7.1%,0.0%,0.2%,x
N#Cc1cccc(NC(=O)N2CC[C@@]3(CCCN(C(=O)c4ccncc4)C3)C2)c1,-0.6%,2.8%,i,3.1%,0.0%[9.22 µM],-6.1%,-0.1%,-2.8%,-0.6%,-4.1%,i
CSc1nnc(C2CCCN2)n1C (configuration not stated),-0.4%,-6.2%,i,-6.0%,-2.9%,u,x,13.2%,0.6%,-1.1%,i
O=C(COC(=O)Cc1ccc(S(=O)(=O)N2CCOCC2)s1)NCc1ccccc1,5.5%,-1.8%,i,-9.2%,0.0%,-4.4%,-3.1%,-4.0%,2.8%,-5.8%,i
CC(C(=O)NC1CCCC1)N(C(=O)c1snc(C(N)=O)c1N)c1ccc2c(c1)OCCO2 (configuration not stated),0.0%,0.4%,2.44e-08M*,-14.7%,-1.0%,-0.8%,x,-3.8%,0.5%,-4.2%,1.67e-08M*
Cn1c(=O)cc(OCC(=O)Nc2ccccn2)c2ccccc21,0.5%,13.6%,i,14.5%,3.1%,-14.0%,-2.9%,4.9%,-2.9%,-2.6%,i
CCOc1ccc(-n2c(SCC(=O)NCc3ccco3)nc3c(c2=O)SCC3)cc1,-2.0%,-5.6%,u,-5.7%,-2.0%,-0.6%,-0.7%,-1.6%,-0.7%,-1.6%,u
CC1CCc2sc3ncnc(N4CCOCC4)c3c2C1 (configuration not stated),0.8%,4.3%,u,u,0.0%,-0.7%,-3.1%[57.5 µM],-11.1%,-1.7%,-7.3%,u
CCCCn1c(SCC(=O)Nc2cc(C)on2)nc2ccsc2c1=O,-0.7%,x,i,9.0%,0.0%,0.0%,4.4%[0.369 µM],-2.6%,-1.1%,-0.7%,i
Cc1ccc(S(=O)(=O)NC(=O)Nc2cc(C)ccc2F)cc1,-1.7%,-15.6%,x,2.9%,0.0%,-2.0%,0.5%,5.5%,-0.2%,-3.1%,x
COCCCNC(=O)c1ccc(CS(=O)(=O)c2ccc(Br)cc2)o1,-3.0%,8.6%,x,-0.2%,x,-1.7%[2.3 µM],-0.5%,0.6%,0.0%,-4.0%,x
Cc1cccc(N2CCN(C(=O)c3ccncc3)CC2C)c1 (configuration not stated),-4.3%,-1.1%,u,-8.2%,-1.2%,-0.1%,0.1%[57.5 µM],1.4%,1.5%,-0.2%,i
Cc1ccc(N(C(=O)CNC(=O)c2ccco2)C(C(=O)NCC2CCCO2)c2ccccc2)cc1 (configuration not stated),-0.9%,-2.3%,u,u,-1.2%,-0.7%,u,-1.0%,-0.3%,1.8%,i
CCCn1c(O)c(CN2CCCC(C)C2)c(C)c(C#N)c1=O (configuration not stated),-3.0%,3.4%,1.88e-08M*,-1.2%,-1.3%,-8.9%,0.6%,-10.9%,-1.5%,-3.5%,1.34e-08M*
O=C(CCNS(=O)(=O)c1cccs1)Nc1ccccc1F,7.9%,-4.2%,i,-5.2%,3.6%,-1.7%,-0.6%,0.3%,-0.2%,3.8%,i
